Screening results (PubChem BioAssay)
LGR2 inh: inhibitors of bursicon-induced LGR2 CRE-luciferase signal, primary screen, cell-based, HEK293, CRE-luciferase reporter, bursicon stimulation; inhibition, % at 9.99 µM; 380,000 compounds, 0.35% hits; Drosophila bursicon receptor LGR2 (rickets); AID 720647, 2013; bursicon-stimulated, 4 h;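 active = drop in luminescence signal, shown as inhibition above about 50% in the replicate tests, limit read from the data, passing the limit was not always enough; inconclusive = probably only some replicates passing the limit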;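 note: agonist challenge used bursicon conditioned medium at about half maximal strength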
PGC1a acetyl inh: inhibitors of PGC1a acetylation signal, primary screen, cell-based, U2OS, AlphaScreen, inhibitor mode. AID 651687, 2012. AlphaScreen anti-acetyl-lysine; with virally co-expressed GCN5 acetyltransferase. inhibition, % at 15.6 µM. 350,000 compounds, 0.17% hits;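 active = every replicate shows inhibition of at least 40%; inconclusive = mean inhibition at least 40% but some replicate below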;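 note: 0% = neutral control wells and 100% = positive control wells; some results beyond the cut were filed as inactive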
SIRT5 inh: SIRT5 desuccinylase inhibitors, primary screen, biochemical, fluorescence imaging, single point, set 5 | NAD-dependent protein deacylase sirtuin-5, mitochondrial (Homo sapiens), Q9NXA8 | Purified SirT5, succinyl-peptide AMC, trypsin-coupled fluorescence | inhibition, % at 15 µM | 330,000 compounds, 1.1% hits; in the data active = inhibition above about 15%; inconclusive = no clear call, values can overlap the other calls
Cneo AK release: Cryptococcus neoformans cell lysis inducers, primary screen, AK release luminescence, single concentration. C. neoformans lysis, adenylate kinase release luminescence, 4 h; normalised: neutral wells 0, clomiphene wells 100. lysis activity, % at 15 µM. 360,000 compounds, 0.2% hits. AID 651654, 2012;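 active = mean lysis activity across replicates of at least 80%, whatever share of replicates individually reach that level; inactive = mean lysis activity below 80%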
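read-out = cell lysis signal | test system = log-phase Cryptococcus neoformans yeast cells | input = cells at 5 × 10^6 per mL | medium = fresh YPD growth medium | signal = luminescent adenylate kinase detection reagent | timing = 4 h at 37 °C static, read 1 h later | dosing = single dose | controls = Clomiphene as positive lysis control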
Statin myotox sup: suppressors of statin myotoxicity in C2C12 myotubes, primary screen, cell-based, single point, plate reader; C2C12 myotubes + simvastatin, ATP luminescence, 48 h; scaled: DMSO 0, geranylgeraniol control 100; rescue of ATP level, % at 7.49 µM; 330,000 compounds, 0.78% hits; AID 602340, 2012;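 active = mean ATP rescue above about 67%, or every replicate alone reaching that limit, limit read from the data, passing the limit was not always enough; inconclusive = no clear call, values can overlap the other calls; inactive = mean under the limit and some replicate under it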;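 note: myotubes were challenged with 10 µM simvastatin during compound exposure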
Xi reactivation: activators of inactive X chromosome reactivation, primary screen, imaging, XiGFP fibroblasts, GFP high-content imaging, set 2; XiGFP mouse fibroblasts, % GFP-positive cells imaging, 3 d; cells co-treated with 5-aza-dC sensitizer; scaled so ellipticine positive control = 100%; activation, % at 7.58 µM; 360,000 compounds, 0.055% hits; AID 743238, 2013;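 active = mean normalized replicate activation at least 10% and every replicate at or above 10%; inconclusive = only one of the two criteria met; inactive = mean below 10% and not all replicates reach 10%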;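 note: 0% = median of on-plate neutral control wells and 100% = ellipticine 6 µM median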
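System: 68-5-11 XiGFP fibroblast line; Timing: 3 days compound exposure; Compound dosing: one concentration, pinned; Benchmarks: positive control ellipticine, 6 µM final; Buffer or medium: DMEM containing 5-aza-dC.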
ERAP1 HTS inh: human ERAP1 aminopeptidase inhibitors, primary screen, biochemical, single point, plate reader; Endoplasmic reticulum aminopeptidase 1 (Homo sapiens), Q9NZ08; recombinant ERAP1, Leu-AMC fluorescence, 60 min; inhibition, % at 10.7 µM; 340,000 compounds, 0.15% hits; AID 652197, 2013;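 active = mean replicate inhibition of at least 30%, or all replicates individually reaching that 30% level; inactive = mean below 30% and not every replicate reaching it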;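 note: 0% = neutral control wells and 100% = L-leucinethiol positive control wells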
Target sequence (Q9NZ08 whole entry, looked up): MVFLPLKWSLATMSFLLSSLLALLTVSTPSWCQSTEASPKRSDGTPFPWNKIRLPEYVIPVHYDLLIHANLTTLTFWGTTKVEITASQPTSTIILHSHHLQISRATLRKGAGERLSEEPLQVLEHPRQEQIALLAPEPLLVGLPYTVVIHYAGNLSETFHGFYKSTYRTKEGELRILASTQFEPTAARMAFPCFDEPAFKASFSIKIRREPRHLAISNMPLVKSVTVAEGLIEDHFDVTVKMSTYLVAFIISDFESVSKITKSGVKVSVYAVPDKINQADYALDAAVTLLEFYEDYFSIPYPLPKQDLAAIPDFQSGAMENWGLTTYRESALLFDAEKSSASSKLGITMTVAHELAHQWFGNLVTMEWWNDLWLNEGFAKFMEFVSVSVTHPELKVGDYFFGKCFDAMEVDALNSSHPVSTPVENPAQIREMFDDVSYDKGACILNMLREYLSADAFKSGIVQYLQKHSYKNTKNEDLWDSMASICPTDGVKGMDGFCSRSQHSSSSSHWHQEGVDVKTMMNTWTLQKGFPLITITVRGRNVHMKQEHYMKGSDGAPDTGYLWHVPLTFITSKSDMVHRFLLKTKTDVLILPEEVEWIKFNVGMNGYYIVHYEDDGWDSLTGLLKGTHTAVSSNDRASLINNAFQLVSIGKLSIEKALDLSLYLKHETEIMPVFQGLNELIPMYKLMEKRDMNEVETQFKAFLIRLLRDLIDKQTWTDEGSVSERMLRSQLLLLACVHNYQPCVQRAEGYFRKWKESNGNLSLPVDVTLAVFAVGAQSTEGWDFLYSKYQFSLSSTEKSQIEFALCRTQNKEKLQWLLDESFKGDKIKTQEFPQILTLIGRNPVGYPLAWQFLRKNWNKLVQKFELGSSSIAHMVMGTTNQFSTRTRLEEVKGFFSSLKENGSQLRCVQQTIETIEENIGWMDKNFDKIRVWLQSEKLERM
S100A4 MyoIIA: inhibitors of S100A4-myosin IIA peptide binding, primary screen, biochemical, fluorescence polarization, TAMRA-MyoIIA peptide | Protein S100-A4 (Homo sapiens), P26447 | inhibition, % at 10.7 µM | 360,000 compounds, 0.14% hits;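 active = mean inhibition of at least 70% across replicates, with every replicate also reaching that level; inconclusive = mean inhibition reaches 70% but some replicates fall short; inactive = mean inhibition below 70%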
Target sequence (P26447 whole entry, looked up): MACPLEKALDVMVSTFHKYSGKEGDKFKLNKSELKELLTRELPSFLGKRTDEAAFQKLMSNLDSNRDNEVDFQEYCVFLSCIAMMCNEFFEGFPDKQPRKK
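Material: S100A4 monomer (human). Medium: Calcium-containing HEPES buffer, pH 7.2. Probe or stimulus: labelled myosin peptide probe, 5 nM. Compound dosing: one concentration per compound. Timing: polarization read 5 min after assay mix addition, stable 5–60 min. Benchmarks: DMSO as neutral control, TFP as positive control.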
Starred values were filed as active, the others as inactive; u = inconclusive; x = not tested or not shown. The list is partial (hit frequency here may not be typical).

SMILES	LGR2 inh	PGC1a acetyl inh	SIRT5 inh	Cneo AK release	Statin myotox sup	Xi reactivation	ERAP1 HTS inh	S100A4 MyoIIA
O=C1c2ccccc2C(=O)N1CCCc1cn(C[C@H]2CC[C@H](Cn3cc(CCCN4C(=O)c5ccccc5C4=O)nn3)O2)nn1	6	x	0	0	1	0.0	-3	-1
COc1ccc(-c2ccc([C@@H]3[C@H](C#N)N[C@H]3CO)cc2)cc1	-6	9	-10	-3	-19	0.1	1	-7
Cc1cc(N2CCN(c3ccccc3)CC2)nc(NCc2ccccc2)n1	x	5	-2	8	x	x	0	0
COc1ccc(OC)c(C2NC(=O)NC(C)=C2C(=O)OC2CCCCC2)c1 (configuration not stated)	15	-12	-4	-2	8	0.0	2	-1
O=C(Nc1ccccc1F)N1CCCCN2[C@H](CO)[C@H](c3ccc(C#Cc4cccnc4)cc3)[C@@H]2C1	13	9	2	-3	-19	0.0	3	-1
O=C(c1ccc2c(c1)OCO2)N1C[C@@H]2[C@H](c3ccccc31)[C@H](CO)N2Cc1ccccc1Cl	-9	-7	-10	1	11	0.0	-3	12
O=C(COC(=O)Cn1cnc2ccccc2c1=O)Nc1ccccc1Sc1ccc(Cl)cc1	-2	0	2	1	9	-0.1	-2	4
CCCCCCCCn1ccc(=N)cc1	12	4	-2	-1	x	0.3	-1	-4
Cc1ccnc(NC(=O)CNC(=O)c2ccc(Br)o2)c1	-4	x	0	2	-4	0.1	-1	-14
O=C(NCc1ccccc1)N1CCN(c2ccccc2)CC1	6	2	-3	-5	6	0.1	-2	0
CCOc1ccc(OCc2ccc(C(=O)Nc3cccc(C)n3)o2)cc1	-89	2	x	4	-9	x	1	8
C[C@@H]1CCCCO[C@H](CN(C)C(=O)Nc2ccc(F)cc2)[C@@H](C)CN([C@H](C)CO)C(=O)c2cc(NC(=O)NC3CCCCC3)ccc2O1	6	-12	-3	-5	x	-0.3	0	39
CCOC(=O)C1(Cc2ccccc2C)CCCN(C(=O)COC)C1 (configuration not stated)	-35	-15	-8	0	2	0.0	-1	7
N#Cc1ccc(-c2ccc([C@@H]3[C@H](CO)N4C(=O)CNC[C@@H]34)cc2)cc1	-7	7	2	x	x	0.0	-4	0
COC(=O)C[C@H]1CC[C@H]2[C@@H](COc3ccc(NC(=O)c4ccc(F)cc4)cc3C(=O)N2C)O1	5	-6	-5	x	x	0.3	1	7
Cc1ccc(NC(=O)c2ccc3c(=O)n4c(nc3c2)CCCCC4)nc1	-33	5	0	-3	-10	0.2	-2	12
Cc1ccc(CC(=O)NC2CCN(Cc3ccccc3)CC2)cc1	2	10	-4	6	9	0.0	0	-2
O=C(Nc1ccc(F)cc1)N1C[C@H]2[C@@H](c3ccccc31)[C@H](CO)N2C(=O)c1ccccc1	-10	1	-1	-3	-6	0.0	-3	-4
Nc1c(C(=O)NCCc2ccccc2)nnn1Cc1ccc(Br)cc1F	-6	x	0	x	x	0.0	-2	0
CC(C)c1nc(CNC(=O)C2CCC(=O)N(Cc3ccc(Cl)cc3)C2)no1 (configuration not stated)	9	15	4	-5	-4	0.1	-2	35
CO[C@H]1CN(C)C(=O)c2ccc(NS(=O)(=O)CC(F)(F)F)cc2OC[C@H](C)N(Cc2nccs2)C[C@H]1C	24	2	1	-1	12	-0.1	3	-1
COc1ccccc1OCCNC(=O)C(CCSC)NS(=O)(=O)c1ccccc1F (configuration not stated)	-17	-7	0	0	0	-0.1	0	-11
COC(=O)C[C@H]1CC[C@H]2[C@@H](COc3ccc(NC(=O)Nc4cccc(F)c4)cc3C(=O)N2C)O1	18	3	-33	x	x	0.1	-5	-8
O=C(N[C@@H]1CC[C@H](CC(=O)N2CCOCC2)O[C@H]1CO)c1ccc2c(c1)OCO2	2	-3	-4	-5	-5	-0.7	3	1
C[C@@H]1CCCCO[C@H](CN(C)C(=O)Nc2ccc3c(c2)OCO3)[C@@H](C)CN([C@@H](C)CO)C(=O)c2cc(NC(=O)C3CCCCC3)ccc2O1	-6	3	3	0	x	0.6	1	4
Cc1cccc(C2=NN(c3ccccc3)[C@@H](C(=O)N3CCOC3=O)[C@@H]2c2ccccc2)c1	12	4	-3	-2	6	0.0	x	6
O=C(CN(C1CCCCC1)S(=O)(=O)c1ccc(Br)cc1)NCc1ccncc1	-2	-3	x	x	x	0.1	-4	-1
NS(=O)(=O)c1ccc(NC(=O)COC(=O)c2cc(Cl)ccc2[N+](=O)[O-])cc1	10	10	0	0	4	-0.1	-3	1
C[C@@H]1CCCCO[C@H](CN(C)Cc2ccc3c(c2)OCO3)[C@H](C)CN([C@H](C)CO)C(=O)c2cc(NC(=O)c3ccccc3)ccc2O1	10	-8	-1	1	x	-0.6	0	3
Cc1ccc(S(=O)(=O)N(C)C)cc1NC(=O)C(C)Sc1ccccc1 (configuration not stated)	31	-3	-4	x	-1	0.4	0	-4
CC(C)CC#Cc1ccc([C@@H]2[C@@H](CO)N3C(=O)CN(C(=O)c4cccc(F)c4)C[C@H]23)cc1	-1	-20	11	x	x	u	1	-9
Nc1c(C(=O)Nc2ccccc2Cl)nnn1-c1ccc2c(c1)OCCO2	-69	x	-3	0	-24	0.0	-3	-1
COc1ccc(NS(=O)(=O)c2ccc(NC(=O)c3ccc(Br)cc3)cc2)nn1	0	x	0	x	x	0.3	x	-2
Cc1ccc2nc3c(cc2c1)c(C)nn3-c1ccccc1	-45	32	-5	-3	-1	0.0	12	-2
Cc1cc(C)c(C#N)c(Sc2nc(C)c([N+](=O)[O-])c(C)c2C#N)n1	u	x	x	x	x	0.3	-2	4
COc1ccc(CCNC(=O)CSc2nc(=O)[nH]c3c2CCC3)cc1OC	-2	x	0	x	x	0.3	0	-6
C[C@H]1CN([C@@H](C)CO)C(=O)c2cc(C#CCN(C)C)cnc2O[C@@H]1CN(C)Cc1ccccn1	3	-2	0	-9	-2	0.4	-10	-1
C[C@@H]1CN([C@@H](C)CO)C(=O)c2cccc(NC(=O)C3CCOCC3)c2O[C@@H]1CN(C)C(=O)Nc1ccc(F)cc1	3	-2	-8	-7	-8	0.1	0	7
COc1ccccc1C1CC(c2ccccc2)=NN1C(=S)Nc1ccccc1 (configuration not stated)	2	7	-1	x	x	0.3	4	-7
O=C(CCCOc1ccc(Cl)cc1Cl)N/N=C/c1ccccc1	-4	x	0	-1	x	0.2	10	5

Profiles, looked up by structure. Values in the order: LGR2 inh, PGC1a acetyl inh, SIRT5 inh, Cneo AK release, Statin myotox sup, Xi reactivation, ERAP1 HTS inh, S100A4 MyoIIA
C[C@@H]1CCCCO[C@H](CN(C)C(=O)Nc2ccc3c(c2)OCO3)[C@@H](C)CN([C@@H](C)CO)C(=O)c2cc(NC(=O)C3CCCCC3)ccc2O1 across the screens: -6, 3, 3, 0, x, 0.6, 1, 4
COc1ccccc1OCCNC(=O)C(CCSC)NS(=O)(=O)c1ccccc1F (configuration not stated) across the screens: -17, -7, 0, 0, 0, -0.1, 0, -11
Cc1ccc2nc3c(cc2c1)c(C)nn3-c1ccccc1 across the screens: -45, 32, -5, -3, -1, 0.0, 12, -2
Cc1cc(C)c(C#N)c(Sc2nc(C)c([N+](=O)[O-])c(C)c2C#N)n1 across the screens: u, x, x, x, x, 0.3, -2, 4
COc1ccccc1C1CC(c2ccccc2)=NN1C(=S)Nc1ccccc1 (configuration not stated) across the screens: 2, 7, -1, x, x, 0.3, 4, -7

The list continues:
SMILES	LGR2 inh	PGC1a acetyl inh	SIRT5 inh	Cneo AK release	Statin myotox sup	Xi reactivation	ERAP1 HTS inh	S100A4 MyoIIA
CCCNC(=O)c1ccc(C2SCC(=O)N2Cc2ccccc2)cc1 (configuration not stated)	x	x	0	x	x	0.0	-2	-3
CCc1ccccc1NC(=O)c1ccc(Cn2cc([N+](=O)[O-])cn2)cc1	7	10	x	-2	1	x	x	x
CC(C)CNC(=S)N1CCN(C(c2ccccc2)c2ccccc2)CC1	-5	x	-2	x	x	0.0	-1	3
COc1c(Cl)cc(Cl)cc1/C=C/C(=O)c1ccc(NC(=O)c2cccs2)cc1	12	12	x	0	26	2.6	3	16
CCC(=O)Nc1ccc2c(c1)C(=O)N(C)C[C@@H](OC)[C@@H](C)CN(Cc1ccncc1)[C@H](C)CO2	4	7	-3	-3	1	0.0	x	7
Cc1cc(Cl)ccc1OCC(=O)OCC(=O)Nc1ccc(Cl)cn1	-16	4	x	0	3	0.3	1	-2
N#CCC(=O)Nc1cc(C(F)(F)F)ccc1N1CCOCC1	-10	-2	x	x	x	0.5	3	-2
COc1ccc(NC(=O)N(C)C[C@H]2Oc3c(NC(=O)c4cc(C)nn4C)cccc3C(=O)N([C@@H](C)CO)C[C@H]2C)cc1	6	3	1	-2	8	-1.0	0	-2
CCN(C(=O)c1cc2c(=O)n3ccccc3nc2s1)C1CCCCC1	-22	-9	-13	3	-15	0.1	-12	-1
C[C@H](CO)N1C[C@H](C)[C@H](CN(C)C(=O)Nc2ccc3c(c2)OCO3)Oc2ccc(NC(=O)Cc3cn(C)c4ccccc34)cc2CC1=O	-1	12	3	0	-8	-1.0	-4	13
C[C@@H]1CCCCO[C@@H](CN(C)CC2CC2)[C@@H](C)CN([C@H](C)CO)C(=O)c2cc(NC(=O)Nc3cccc4ccccc34)ccc2O1	-6	2	x	2	x	0.1	x	x
COc1ccc(CN(C)CC(O)COc2ccc(-c3ccccc3)cc2)cc1OC (configuration not stated)	-6	x	-7	-2	-50	0.0	2	-3
COC(=O)c1cc(S(=O)(=O)Nc2c(C)cccc2C)cn1C	7	6	x	-1	-1	0.1	x	-3

Rewritten with each value named: entries from further up
N#Cc1ccc(-c2ccc([C@@H]3[C@H](CO)N4C(=O)CNC[C@@H]34)cc2)cc1
  LGR2 inh: -7
  PGC1a acetyl inh: 7
  SIRT5 inh: 2
  Cneo AK release: x
  Statin myotox sup: x
  Xi reactivation: 0.0
  ERAP1 HTS inh: -4
  S100A4 MyoIIA: 0
COC(=O)C[C@H]1CC[C@H]2[C@@H](COc3ccc(NC(=O)c4ccc(F)cc4)cc3C(=O)N2C)O1
  LGR2 inh: 5
  PGC1a acetyl inh: -6
  SIRT5 inh: -5
  Cneo AK release: x
  Statin myotox sup: x
  Xi reactivation: 0.3
  ERAP1 HTS inh: 1
  S100A4 MyoIIA: 7
Cc1ccc(NC(=O)c2ccc3c(=O)n4c(nc3c2)CCCCC4)nc1
  LGR2 inh: -33
  PGC1a acetyl inh: 5
  SIRT5 inh: 0
  Cneo AK release: -3
  Statin myotox sup: -10
  Xi reactivation: 0.2
  ERAP1 HTS inh: -2
  S100A4 MyoIIA: 12
